T cell modulator – T cell immune modulation candidate | 330,000 compounds, 0.068% hits | calls only at 7 µM | 2C CD8+ T cell-vesicle binding, flow cytometry; hits give low values;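 active = response, share of CD8 T cells binding vesicles, and their 90th percentile fluorescence all below set limits, cut at about 80% in these data, passing the limit was not always enough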
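Incubation: binding step 1.5 h, 37 °C, antibody labelling 20 min, ice; system: murine 2C transgenic CD8+ T lymphocytes; technique: cytometric PE anti-B7-1 and Alexa647 anti-CD8 signals after 1% paraformaldehyde fixation; also added: QL9-charged Drosophila Ld/ICAM-1/B7-1 vesicles; control set: naked versus QL9-loaded vesicles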
NTR1 ag – agonists of NTR1, primary screen, imaging, U2OS cells, beta-arrestin-GFP, high content (AID 493036); NTR1-U2OS beta-arrestin-GFP spot imaging, agonist mode; activation, % at 20 µM; 330,000 compounds, 0.17% hits;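 active = activation at or above 40% of the spot to cytoplasm intensity ratio, with at least 20 cells analyzed; inconclusive = wells under 20 cells, flagged as cytotoxic or low count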;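 also: 0% = DMSO without peptide and 100% = 100 nM NTR1 peptide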
Target sequence (P30989 whole entry, looked up): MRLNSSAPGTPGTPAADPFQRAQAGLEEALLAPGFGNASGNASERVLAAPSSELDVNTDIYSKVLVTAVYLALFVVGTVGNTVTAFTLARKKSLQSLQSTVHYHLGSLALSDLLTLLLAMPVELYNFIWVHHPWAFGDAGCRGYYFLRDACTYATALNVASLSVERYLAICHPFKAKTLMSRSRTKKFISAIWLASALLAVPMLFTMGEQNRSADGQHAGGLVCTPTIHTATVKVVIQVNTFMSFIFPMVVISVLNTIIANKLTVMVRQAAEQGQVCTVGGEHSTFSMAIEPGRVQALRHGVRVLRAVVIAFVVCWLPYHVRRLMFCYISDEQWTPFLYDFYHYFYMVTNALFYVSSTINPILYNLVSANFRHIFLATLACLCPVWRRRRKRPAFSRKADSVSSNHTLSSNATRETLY
GPR55 antagonists – inhibition of LPI-stimulated GPR55 beta-arrestin translocation – imaging, U2OS, beta-arrestin-GFP, LPI agonist, primary screen (AID 2013); U2OS GPR55 beta-arrestin-GFP translocation imaging, LPI antagonism; higher % means a stronger effect; one-dose inhibition, % at 10 µM; IC50 in µM for titrated hits; 290,000 compounds, 0.13% hits;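 active = spots per cell inhibited over 60%, with over 100 cells counted and total cytoplasm intensity under 500,000; inconclusive = wells with under 100 cells, flagged as likely toxic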;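 also: U2OS cells stably carrying GPR55 and arrestin-GFP stimulated by 5 µM LPI near EC80; imaged beta-arrestin-GFP aggregate spots per cell after agonist stimulation; plate controls were LPI-stimulated DMSO wells for no effect and DMSO wells without LPI for full effect; some results filed as inactive read as strong as hits; confirmed hits need IC50 under 10 µM and bright autofluorescent wells are also inconclusive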
West Nile virus CPE – West Nile virus antiviral activity, cell-based, CPE readout (AID 1621) | West Nile virus-infected cells, CPE inhibition; higher % means a stronger effect | CPE inhibition, % at 10 µM; hits with a dose series show IC50 in µM | 290,000 compounds, 0.02% hits; in the data active = a potency from the dose series; inconclusive = CPE inhibition mostly from about 3.7% at the one dose, without a potency; inactive = the rest, 99 in 100 with CPE inhibition below about 2.2%; also: strong numbers were not always called active
KOR beta-arrestin-1 – KOR antagonists, beta-arrestin recruitment, cell-based, luminescence, uHTS (AID 1778) | KOR beta-arrestin recruitment, luminescence, antagonist mode; higher % means a stronger effect | inhibition, % at 10 µM; hits with a dose series show IC50 in µM | 290,000 compounds, 0.091% hits; in the data active = inhibition above about 50%; also: strong numbers were not always called active
KOR beta-arrestin-2 – kappa opioid receptor activators – cell-based, luminescence, uHTS, primary screen (AID 1777); KOR beta-arrestin recruitment, luminescence; higher % means a stronger effect; 280,000 compounds, 0.02% hits; activation, % at 10 µM; hits with a dose series show EC50 in µM; in the data active = activation above about 50%, passing the limit was not always enough; also: a part of the inactive calls stands beside numbers as strong as those of hits
PhoP inhibition – PhoP-dependent GFP reporter repression – Salmonella Typhimurium, primary screen (AID 1863); S. Typhimurium PhoP-regulated promoter GFP reporter, 4 h; higher % means a stronger effect; inhibition, % at 50 µM, or IC50 in µM where a hit was titrated; 300,000 compounds, 0.16% hits;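 active = inhibition over 29.93%, a cutoff 3 SD above the screen mean, later confirmed by dose response; inconclusive = inhibition over 29.93% but no dose response follow-up; inactive = inhibition at most 29.93% or unconfirmed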;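 also: 0% = low Mg2+ inducing control and 100% = high Mg2+ repressing control; strong numbers were not always called active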
GPR35 antagonists – inhibition of zaprinast-stimulated GPR35 beta-arrestin translocation – imaging, U2OS, beta-arrestin-GFP, zaprinast agonist, primary screen (AID 2058) | 290,000 compounds, 0.052% hits | U2OS GPR35 beta-arrestin-GFP translocation imaging, zaprinast antagonism; higher % means a stronger effect | inhibition, % at 10 µM; hits with a dose series show IC50 in µM;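 active = inhibition of at least 50% with at least 30 cells and total cytoplasm GFP at most 10,000,000; inconclusive = under 30 cells or total GFP of 10,000,000 plus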
GPR55 beta-arrestin – selective activators of receptor GPR55 – imaging, U2OS cells, beta-arrestin-GFP redistribution, primary screen (AID 1961) | U2OS GPR55 beta-arrestin-GFP redistribution imaging; higher % means a stronger effect | activation, % at 10 µM; hits with a dose series show EC50 in µM | 290,000 compounds, 0.048% hits;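 active = activation above 40% with more than 50 cells counted in the well; inconclusive = wells holding fewer than 50 cells, flagged as toxic or sparse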;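 also: U2OS osteosarcoma cells stably expressing GPR55 and beta-arrestin-GFP; plate controls were DMSO negative control for no effect and LPI positive control for full effect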
T cell modulator vesicle-bound % – further read-out of T cell modulator, marked with its call; double positive events, %; measured here: CD8+ vesicle-bound cell fraction;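 binding gate set so that unloaded-vesicle control wells show 10% double positive cells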
NTR1 ag cell count 20 µM – further read-out of NTR1 ag, marked with its call; cell count; measured here: cell count, cytotoxicity flag
Active calls of the source: *; i = inactive; ? = inconclusive; . = not tested or not shown; [ ] = remark or other dose.

SMILES	T cell modulator	T cell modulator vesicle-bound %	NTR1 ag	NTR1 ag cell count 20 µM	GPR55 antagonists	West Nile virus CPE	KOR beta-arrestin-1	KOR beta-arrestin-2	PhoP inhibition	GPR35 antagonists	GPR55 beta-arrestin
CC(C)CCN(CCC(C)C)C(CO)(CO)CO	i	46.1	0.7	57	4.3%	0.5%	25.0%[20 µM]	.	2.4%	10.1%	-0.1%
Cc1cc(C)cc(OCC(=O)NC(C)c2ccccc2)c1 (centres undefined)	i	29.3	-0.1	65	3.9%	-0.7%	12.4%	-17.8%	2.4%	5.2%	-0.1%
CCOC(=O)Nc1cc(Br)c2c(c1)OCCO2	i	7.7	0.6	69	-3.5%	-1.0%	8.0%	4.0%	9.9%	-2.8%	0.0%
O=C(CSc1c[nH]c2ccccc12)NCC1CCCO1 (centres undefined)	i	38.2	1.5	66	-8.7%	0.7%	-40.9%	1.2%	11.3%	-5.6%	1.1%
O=C(Nc1sc2c(c1C(=O)NC1CC1)CCCCCC2)c1ccco1	i	18.3	4.4	59	1.3%	0.6%	-21.3%	-1.5%	9.7%	7.9%	-0.1%
CCOC(=O)c1cc2sccc2n1CC(=O)OC(C)C	i	40.9	0.3	47	0.8%	1.9%	18.3%	-3.7%	-5.8%	-1.2%	-0.2%
CCC(=O)Nc1c2c(nn1-c1ccc(C)cc1)CS(=O)(=O)C2	i	30.7	1.4	62	-14.0%	0.3%	-1.5%	-4.5%	7.8%	-5.6%	1.3%
COC(=O)c1c(NC(=O)CCCC(=O)O)sc(C)c1C	i	36.8	-0.2	53	-2.6%	0.2%	17.1%	6.8%	1.5%	-4.1%	-0.2%
O=C(Nc1ccccc1F)C1CCCN1S(=O)(=O)c1cccc2nsnc12 (centres undefined)	i	34.2	-0.5	56	6.8%	-0.5%	-2.0%	0.5%	-1.4%	-3.9%	-0.2%
COc1cc(-c2noc(C3CCCN(S(=O)(=O)c4cccc(Cl)c4)C3)n2)cc(OC)c1OC (centres undefined)	i	51.0	-0.2	76	5.1%	0.3%	22.7%	1.3%	-2.9%	-1.2%	0.0%
Cc1cccc(-n2cc[nH]c2=S)c1C	i	32.4	-0.4	57	2.2%	0.2%	17.6%	-4.1%	3.8%	6.7%	-0.2%
CN1CCSc2ccc(C(=O)Nc3ccc(Cl)cc3)cc21	i	54.1	5.4	62	10.0%	0.6%	4.2%	0.7%	-4.4%	-10.9%	-0.1%
COc1ccc(OC)c(Nc2nc(-c3cccc([N+](=O)[O-])c3)nc3ccccc23)c1	i	17.2	0.1	88	16.7%	?	-21.8%	6.1%	-12.1%	8.8%	-2.3%
Oc1ccc(Nc2ncnc3ccccc23)cc1	i	53.8	-0.5	40	-13.5%	0.4%	9.6%[20 µM]	-3.7%	3.6%	9.1%	0.7%
O=C(O)/C(=C/c1ccco1)c1ccccc1	i	65.2	-0.5	43	13.8%	0.2%	-9.6%	1.0%	1.6%	13.1%	0.4%
O=C(Nc1cccc(Cl)c1)C1C2CCC3C(CCC21)C3(Cl)Cl (centres undefined)	i	49.8	4.2	58	24.1%	-0.3%	32.3%	1.3%	30.6%	-0.7%	-0.5%
O=C(COC(=O)C1=COCCO1)Nc1ccc2c(c1)OCO2	i	27.7	-0.6	80	2.4%	1.2%	-41.3%	1.1%	9.0%	-16.3%	0.1%
COc1ccc2c(c1)[nH]c1c(=O)n(/N=C/c3ccc(OC)c(CN4CCCC4)c3)cnc12	i	32.4	1.0	66	14.0%	-0.1%	-40.6%	5.8%	0.7%	-19.1%	-0.3%
O=C(CCc1nc2ccccc2s1)N1CCN(c2ccccc2)CC1	i	24.7	1.1	24	3.7%	-0.4%	1.4%	-4.3%	2.5%	12.2%	-0.2%
COC(=O)CNC(=O)CSc1nc2sccc2c(=O)n1-c1ccccc1	i	34.7	-1.3	46	6.3%	0.7%	-29.7%	1.6%	0.2%	-14.4%	0.2%
COC(=O)Cn1cnc2c(C#N)c3n(c2c1=O)CCCC3	i	55.1	-1.0	51	-0.1%	0.4%	-15.2%	-0.4%	8.2%	10.4%	0.0%
COc1ccc(Cc2cnc(N)s2)cc1	i	30.3	-0.6	66	10.9%	-0.2%	-10.6%[20 µM]	.	4.7%	4.4%	-0.1%
Cc1cc(O)c(S(=O)(=O)c2ccccc2)c(C)c1NS(=O)(=O)c1ccccc1	i	4.2	1.1	46	-3.9%	-1.0%	-30.5%	2.6%	5.0%	8.8%	-0.2%
Cc1ccc(C2N3CC4([N+](=O)[O-])CN2CC([N+](=O)[O-])(C3)C4(C)C)cc1 (centres undefined)	i	53.8	-0.3	58	-1.1%	-0.4%	-36.1%	0.9%	4.6%	10.7%	-0.2%
COc1ccc(NC(=O)C2CCCN(S(=O)(=O)c3cccs3)C2)cc1OC (centres undefined)	i	8.2	1.9	36	4.8%	-0.4%	-12.1%	-4.9%	6.4%	0.7%	-0.1%

Next section:
SMILES	T cell modulator	T cell modulator vesicle-bound %	NTR1 ag	NTR1 ag cell count 20 µM	GPR55 antagonists	West Nile virus CPE	KOR beta-arrestin-1	KOR beta-arrestin-2	PhoP inhibition	GPR35 antagonists	GPR55 beta-arrestin
Cc1cc2cc(C)c3nnc(SCc4ccccn4)n3c2cc1C	i	45.3	2.7	52	-0.1%	-0.2%	-14.9%	-4.3%	-2.1%	23.9%	-0.3%
COC(=O)c1ccc(CN2C(=O)c3ccccc3C2=O)cc1	i	61.0	-0.9	50	5.3%	0.1%	-16.1%	7.5%	6.6%	-4.2%	-0.2%
CN(C)C(=O)CSc1nnc(-c2cccs2)n1-c1ccccc1	i	32.1	1.5	69	1.9%	0.3%	24.8%	2.1%	-4.3%	-5.5%	0.8%
Cc1ccc(OCCCC(=O)Nc2ccc(S(=O)(=O)Nc3ccccn3)cc2)cc1	i	32.6	3.3	40	-6.6%	1.5%	-10.5%[20 µM]	-5.9%	-4.0%	11.1%	-0.1%
Cc1ccc(C(=O)N/N=C/c2ccc(-c3ccccc3[N+](=O)[O-])o2)cn1	i	28.9	-0.3	47	-14.8%	0.0%	21.8%	4.5%	-8.5%	1.9%	-0.1%
Cc1cc([N+](=O)[O-])nn1CCCC(=O)Nc1cc(Oc2ccccc2)cc([N+](=O)[O-])c1	i	16.9	3.3	68	1.1%	-2.2%	-11.3%	-4.4%	-1.2%	-10.7%	-0.3%
Cc1csc(SCC(=O)NCc2ccccc2Cl)n1	i	30.7	0.9	35	13.8%	-0.9%	-6.4%	1.4%	1.9%	-2.6%	0.3%
Cc1ccc(NC(=O)CCc2c(C)nn(-c3ccc(N4CCOCC4)nn3)c2C)c(C)c1	i	5.5	-1.3	52	8.1%	-0.2%	-17.9%	-4.8%	0.3%	0.8%	-0.2%
O=C(NCc1ccc(Cl)cc1)C1CCCN1C(=O)Nc1ccc(F)cc1 (centres undefined)	i	43.9	-0.3	64	10.8%	-1.0%	-17.1%[20 µM]	-1.1%	-4.3%	4.9%	-0.1%
CCOC(=O)[C@@H]1[C@H]2COc3cc(OC)ccc3[C@@H]2N2C(=O)N(c3ccc(C(F)(F)F)cc3)C(=O)[C@]12C	i	20.0	0.1	44	2.7%	-0.6%	-16.7%[20 µM]	-2.6%	13.3%	10.4%	0.0%
CCCCN(C)C(=O)c1nc2ccccn2c1CN1CCN(c2ccccn2)CC1	i	64.7	0.3	73	15.5%	-0.4%	-8.2%	3.9%	-3.7%	0.4%	-0.2%
Cc1ccc(-n2nnnc2SCC(=O)c2cc(C)n(-c3cc(C)on3)c2C)cc1	i	23.7	0.5	56	4.1%	-0.3%	16.4%	2.8%	-8.1%	2.0%	-0.1%
Cc1ccc(OCCNC(=O)c2cccc(Oc3ccc(C(F)(F)F)cc3[N+](=O)[O-])c2)cc1	i	55.4	4.1	43	5.9%	-1.8%	0.1%	3.5%	1.9%	3.9%	0.3%
CCCn1c(SCC(=O)NCC)nc2sc3c(c2c1=O)CCC3	i	37.9	-1.5	47	-2.1%	-0.3%	-26.5%	1.4%	-7.5%	14.0%	-0.2%
CC(=O)c1sc(N/N=C\c2ccc(Br)cc2)nc1C	i	41.9	1.3	45	9.5%	-0.7%	6.1%	3.5%	3.8%	0.4%	-0.1%
COc1ccccc1CCNC(=O)CCCn1nc(C)c2c(C)n(-c3ccc(C)cc3)nc2c1=O	i	56.0	0.1	61	12.6%	-0.5%	-10.3%	-3.8%	-4.2%	-20.6%	-0.1%
O=C(COC(=O)/C=C/c1ccc(Cl)cc1Cl)Nc1cc(C(F)(F)F)ccc1N1CCOCC1	i	8.1	-0.9	55	3.9%	-0.2%	-6.7%	2.4%	-9.4%	5.3%	0.4%
COc1ccc(-c2cc(=O)[nH]c(NCc3ccccc3)n2)cc1	i	11.5	7.7	58	13.9%	-0.2%	-25.5%	7.0%	-1.1%	-5.4%	-0.2%
COc1ccc(CN2CCOCCOCCOCCOCCOCC2)cc1	i	29.9	0.5	54	5.3%	-0.1%	5.2%	4.2%	-7.8%	18.4%	0.3%
Cc1ccc(C2=NN(C(=O)CCCC(=O)O)C(c3ccco3)C2)cc1 (centres undefined)	i	19.0	0.4	30	11.3%	-0.5%	-1.7%[20 µM]	.	1.2%	-11.9%	-0.1%
N#C/C(=C\c1ccc(C(=O)O)cc1)c1ccccn1	i	38.3	-1.0	33	14.1%	-0.1%	-9.4%	-4.8%	-8.0%	-8.9%	-0.4%
COc1ccccc1CC(=O)NC1CCCCCC1	i	53.7	2.5	57	-4.4%	-0.1%	-26.8%[20 µM]	0.5%	-1.3%	15.2%	-0.1%
O=S(=O)([N-]c1nc2ccccc2nc1-[n+]1ccccc1)c1ccc(F)cc1	i	33.8	5.2	60	3.9%	0.2%	39.7%	-4.5%	5.7%	-15.5%	0.0%
CCOC(=O)c1c(S(=O)(=O)NCC(=O)N2CCN(c3ccc(F)cc3)CC2)c(C)n(C)c1C	i	47.0	-1.4	66	-24.4%	-0.2%	-4.5%	6.7%	-4.8%	-15.6%	-0.2%
Cc1nc(Oc2ccccc2)c2oc3ccccc3c2n1	i	31.9	6.8	61	-1.0%	0.1%	-60.4%	-0.4%	10.3%	8.8%	-0.1%
